Compound activity (PubChem BioAssay)
EP2 mod = EP2 receptor modulators, cAMP readout, primary screen, cell-based, HTRF cAMP, PGE2 stimulation. Prostaglandin E2 receptor EP2 subtype (Homo sapiens), P43116. induction, % at 25 µM. AID 940, 2007. actives 0.83% (n = 260,000). EP2-expressing cells, cAMP HTRF FRET, PGE2 co-stimulation;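 active means compounds whose cAMP rise, as percent of the full-agonist control response, exceeds 60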;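 further: rat C6 glioma line stably carrying human EP2 under a CMV promoter; the protocol text gives 20 µM as final concentration; 100% = response of wells given 1 µM PGE2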
Target sequence (P43116 whole entry, looked up): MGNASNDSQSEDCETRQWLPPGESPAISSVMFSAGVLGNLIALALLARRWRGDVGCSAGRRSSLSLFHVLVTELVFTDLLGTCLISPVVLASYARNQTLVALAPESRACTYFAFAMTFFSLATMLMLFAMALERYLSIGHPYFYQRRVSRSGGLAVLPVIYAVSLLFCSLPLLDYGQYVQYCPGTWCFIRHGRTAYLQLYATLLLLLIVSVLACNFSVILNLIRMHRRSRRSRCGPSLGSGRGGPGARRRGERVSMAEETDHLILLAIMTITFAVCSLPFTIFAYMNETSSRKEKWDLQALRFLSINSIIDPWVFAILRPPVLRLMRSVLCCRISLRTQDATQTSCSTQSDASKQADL
The depositor's hits bear a star.

Results for Cn1ccnc1C1(O)CCN(CC(=O)N2CCCc3ccccc32)CC1 ?
EP2 mod: 4.2

How did CCc1[nH]n2c(=O)cc(C)nc2c1-c1cccs1 do in these assays?
EP2 mod: 25.0

How did Cc1nc(NC(=O)CN2CCC(c3ccc(F)cc3)CC2)sc1C do in these assays?
EP2 mod: -84.0

What do the screens show for `C=CCn1c(N2CCC(C(=O)NCc3cccc(F)c3)CC2)nc2ccccc21`?
EP2 mod: -43.2

How did CC(C)[C@H]1CN(Cc2ccco2)CCN1C(=O)c1ccc(Cn2cccn2)o1 do in these assays?
EP2 mod: -24.2

What do the screens show for `COC(=O)[C@H]1CN(C(=O)CCc2ccco2)C[C@@H]1c1ccc(F)cc1`?
EP2 mod: -0.9

What do the screens show for `O=C(CN1CCC(O)(c2cccnc2)CC1)Nc1ccc(Cl)cc1`?
EP2 mod: -51.8

Results for CCN(CC)C(=O)N1CCC(Cn2nc(-c3ccccc3)ccc2=O)CC1 ?
EP2 mod: 54.8

How did Cc1ccc(CN2CCc3c(nc(N4CC(C)OC(C)C4)[nH]c3=O)C2)cc1C (centres undefined) do in these assays?
EP2 mod: -0.7

How did CCOc1cc(CN2CCc3c(nc(N4CC(C)OC(C)C4)[nH]c3=O)C2)ccc1O (centres undefined) do in these assays?
EP2 mod: 1.7

Results for CCn1c2cc(C)sc2c2cnn(CC(=O)Nc3ccccc3OC)c(=O)c21 ?
EP2 mod: 9.0

How did Cc1ccc(S(=O)(=O)N2CCC3(CC2)Nc2ccccc2-n2cccc23)cc1Cl do in these assays?
EP2 mod: -44.2

What do the screens show for `COc1cc(OC)cc(-c2nc3cnccn3c2NCc2ccc3c(c2)OCO3)c1`?
EP2 mod: -44.1

Results for Cc1cc(-c2cncnc2C2CCCN(C(=O)c3ccco3)C2)on1 (centres undefined) ?
EP2 mod: -22.6

What do the screens show for `CCc1nn(CC(=O)N2CCCC2)c(=O)c2cc3ccsc3n12`?
EP2 mod: -2.1

Results for Cc1cc2c(s1)c1cnn(CC(=O)N3CCCC3)c(=O)c1n2C ?
EP2 mod: -10.5

Results for CC(C)[C@H]1CN(Cc2ccco2)CCN1Cc1nnnn1Cc1ccco1 ?
EP2 mod: -3.3

How did Cc1c(C(=O)N2CCC3(CC2)CC(O)(c2nccs2)CO3)oc2ccccc12 (centres undefined) do in these assays?
EP2 mod: -34.3

Results for Cc1cc(-c2cnc(C)nc2C2CCN(C(=O)Cc3ccc4c(c3)OCO4)CC2)on1 ?
EP2 mod: -14.9

What do the screens show for `COc1cccc(Cn2c3cc(C)sc3c3cnn(Cc4ccncc4)c(=O)c32)c1`?
EP2 mod: 27.5

How did CCc1cc(=O)n2[nH]c(C)c(-c3cccs3)c2n1 do in these assays?
EP2 mod: 18.1

Results for Cc1nn(CC(=O)N2CCC(C)CC2)c(=O)c2cc3occc3n12 ?
EP2 mod: -19.9

What do the screens show for `Cc1cc(-c2cnc(C)nc2C2CCN(C(=O)N3CCCC3)CC2)on1`?
EP2 mod: 16.0

How did Cc1cc(-c2cncnc2C2CCCN(CC(=O)Nc3nccs3)C2)on1 (centres undefined) do in these assays?
EP2 mod: -16.1

How did COc1ccc(-c2ccc(=O)n(CC3CCN(C(=O)c4cccs4)CC3)n2)cc1 do in these assays?
EP2 mod: -11.0

Results for Cc1cc(C)n2nc(CC(=O)N3CCC(C(=O)c4nc5ccccc5s4)CC3)nc2n1 ?
EP2 mod: 18.7

What do the screens show for `CN(C)c1ccc(-c2nc3cnccn3c2NCc2ccc3c(c2)OCO3)cc1`?
EP2 mod: -82.4

Results for Cc1nc2sc3c(c2c2nn(CC(=O)N4CCOCC4)c(=O)n12)CCC(C)C3 (centres undefined) ?
EP2 mod: -6.6

How did O=C(Cc1ccsc1)N1CCC(c2nc3sc4c(c3c(=O)[nH]2)CCCC4)CC1 do in these assays?
EP2 mod: -40.6

What do the screens show for `CCc1nn(CC(=O)NCCc2cccc(F)c2)c(=O)c2cc3ccsc3n12`?
EP2 mod: -31.7

How did Cc1oc2ccccc2c1CN1CCc2c(nc(N3CCCCC3)[nH]c2=O)C1 do in these assays?
EP2 mod: -67.4

Results for Cc1nc(NC(=O)c2ncoc2-c2cccs2)sc1C(C)(C)C ?
EP2 mod: -18.8

Results for COc1ccc2c(c1)cc(C)c1nn(CC(=O)N3CCCCC3)c(=O)n12 ?
EP2 mod: 2.8

Results for CCN(CC)C(=O)Cn1nc2n(CC(=O)NC3CCCCC3C)c3ccccc3n2c1=O (centres undefined) ?
EP2 mod: -5.2

What do the screens show for `O=C(Cc1ccccn1)N1CCCC(n2nc(-c3cccs3)ccc2=O)C1` (centres undefined)?
EP2 mod: -10.1

How did COc1ccc(CNC(=O)Cn2c(=O)n(C)c3ncccc32)cc1 do in these assays?
EP2 mod: 16.4

How did COC(C(=O)N1CCC(c2ccc3c(c2)OCO3)CC1)c1ccccc1 (centres undefined) do in these assays?
EP2 mod: -39.1

What do the screens show for `Cc1cc(-c2cncnc2C2CCCN(C(=O)CN3C(=O)C4C5CCC(C5)C4C3=O)C2)on1` (centres undefined)?
EP2 mod: -14.0

Results for Cc1ncc(-c2ccncc2)c(C2CCN(C(=O)CCn3nnc4ccccc43)CC2)n1 ?
EP2 mod: -20.1

How did COc1cccc(Cn2c3cc(C)sc3c3cnn(CC(N)=O)c(=O)c32)c1 do in these assays?
EP2 mod: -2.4

Results for COCCNc1c(-c2ccccc2Cl)nc2cnccn12 ?
EP2 mod: -10.0

How did COc1ccc2cc(C)c3nn(CC(=O)NC(C)C)c(=O)n3c2c1 do in these assays?
EP2 mod: 15.6

What do the screens show for `O=C(c1nc2ccccc2s1)C1CCN(C(=O)CCn2cnc3ccccc32)CC1`?
EP2 mod: -67.1

What do the screens show for `Cc1cc2c(cc3c(=O)n(CC(=O)NC4CC4)nc(C)n32)s1`?
EP2 mod: 23.8

What do the screens show for `COc1ccc(CNC(=O)c2nc3c(nnn3Cc3ccc(F)cc3)c(=O)[nH]2)cc1`?
EP2 mod: 6.2

How did CCc1nn(CC(=O)NCCCc2ccccc2)c(=O)c2cc3ccsc3n12 do in these assays?
EP2 mod: -9.8

What do the screens show for `CCn1c(CN2CCc3c(nc(N4CCCCC4)[nH]c3=O)C2)nc2ccccc21`?
EP2 mod: -6.0

How did CC(NC(=O)Cc1ccc(Cl)cc1)c1nc(-c2ccncc2)n[nH]1 (centres undefined) do in these assays?
EP2 mod: -9.1

Results for O=C(NC1CC2(CCCCC2)Oc2ccccc21)C1CCOC1 (centres undefined) ?
EP2 mod: -23.4

Results for CCc1nn(CC(=O)N2CCCC(C)C2)c(=O)c2cc3ccsc3n12 (centres undefined) ?
EP2 mod: -0.8

How did CC1CCCN(c2nc3c(c(=O)[nH]2)CCN(Cc2coc4ccccc4c2=O)C3)C1 (centres undefined) do in these assays?
EP2 mod: -10.4

What do the screens show for `CC(=O)N1CCN(c2c3c(nc4c(-c5ccccc5)c(C)nn24)CCC3)CC1`?
EP2 mod: -10.3

Results for COc1cc(CC(=O)N2CCC(c3ccncc3)CC2)cc(OC)c1OC ?
EP2 mod: -39.4

Results for COc1ccc2cc(C)c3nn(CC(=O)NCc4ccco4)c(=O)n3c2c1 ?
EP2 mod: 48.3

What do the screens show for `CCc1nn(CC(=O)N(C)C2CCCCC2)c(=O)c2cc3occc3n12`?
EP2 mod: 16.4

What do the screens show for `CCC(=O)N1CCCC(c2nc(C)ncc2-c2ccncc2)C1` (centres undefined)?
EP2 mod: -8.9

Results for COc1ccc(C(=O)N2CCCC(c3ncncc3-c3ccncc3)C2)o1 (centres undefined) ?
EP2 mod: -23.6

Results for Cc1cc(-c2cnc(C)nc2C2CCN(C(=O)c3cnn(C(C)C)c3)CC2)on1 ?
EP2 mod: -15.7

How did O=C1NC2(CCN(C(=O)C3CC(=O)N(C4CCCCC4)C3)CC2)Oc2ccccc21 (centres undefined) do in these assays?
EP2 mod: -71.8

Results for CC1CCc2c(sc3ncn4c(=O)n(CC(=O)N5CCNC(=O)C5(C)C)nc4c23)C1 (centres undefined) ?
EP2 mod: 9.1

How did CCc1nn(CC(=O)NC(C)C)c(=O)c2cc3sc(C)cc3n12 do in these assays?
EP2 mod: -14.8

How did CC(C)[C@@H](Cn1nc(-c2cccs2)ccc1=O)NC(=O)C1CCC1 do in these assays?
EP2 mod: -9.1

How did COc1cccc(CN2CCN(Cc3cnn(C)c3C)[C@@H](C)C2)c1 do in these assays?
EP2 mod: 2.5

What do the screens show for `O=C(CN1N=C(c2ccccc2)Cn2c(cc3sccc32)C1=O)NCc1ccccc1`?
EP2 mod: -5.6

What do the screens show for `CC[C@H](Cn1ncc2ccccc2c1=O)NC(=O)CC1CCCC1`?
EP2 mod: -23.7

Results for CCn1c2cc(C)sc2c2cnn(CC(=O)NCc3ccccc3OC)c(=O)c21 ?
EP2 mod: -15.6

How did CC[C@H](Cn1ncc2ccccc2c1=O)NC(=O)Cc1ccsc1 do in these assays?
EP2 mod: -27.4

How did O=C(Cc1ccc(-n2cnnn2)cc1)N1CCC(O)(c2ccccn2)CC1 do in these assays?
EP2 mod: -9.5

Results for CC(=O)NC1(c2ccccc2F)CCN(CC(=O)N2CCc3ccccc32)CC1 ?
EP2 mod: 10.6

What do the screens show for `CC(C)(C)NC(=O)CN1N=C(c2ccc(F)cc2)Cn2c(cc3ccccc32)C1=O`?
EP2 mod: -9.2

An excerpt from above in order of formula weight, smallest number first.
What do the screens show for `CC[C@H](Cn1ncc2ccccc2c1=O)NC(=O)CC1CCCC1`?
EP2 mod: -23.7

How did COc1cccc(CN2CCN(Cc3cnn(C)c3C)[C@@H](C)C2)c1 do in these assays?
EP2 mod: 2.5

How did CC[C@H](Cn1ncc2ccccc2c1=O)NC(=O)Cc1ccsc1 do in these assays?
EP2 mod: -27.4

How did CC(C)[C@@H](Cn1nc(-c2cccs2)ccc1=O)NC(=O)C1CCC1 do in these assays?
EP2 mod: -9.1

How did O=C(Cc1ccc(-n2cnnn2)cc1)N1CCC(O)(c2ccccn2)CC1 do in these assays?
EP2 mod: -9.5

Results for CCn1c2cc(C)sc2c2cnn(CC(=O)NCc3ccccc3OC)c(=O)c21 ?
EP2 mod: -15.6

What do the screens show for `O=C(CN1N=C(c2ccccc2)Cn2c(cc3sccc32)C1=O)NCc1ccccc1`?
EP2 mod: -5.6

The list goes on:
What do the screens show for `COC1CCCC(C(=O)N2CCC(Cn3nc(-c4cccs4)ccc3=O)CC2)C1` (centres undefined)?
EP2 mod: -21.9

How did O=C(O)c1ccc(S(=O)(=O)N2CCC3(CC2)Nc2ccccc2-n2cccc23)cc1 do in these assays?
EP2 mod: -6.4

What do the screens show for `Cc1noc(C)c1C(=O)Nc1ccc(CCC2CCN(C(C)C)CC2C)cc1` (centres undefined)?
EP2 mod: -22.9

What do the screens show for `Cc1oc(C2CC2)cc1C(=O)N1CCCC1c1nc2ccccc2[nH]1` (centres undefined)?
EP2 mod: -27.1

How did COC1CCCC(C(=O)N2CCC(n3nc(-c4ccco4)ccc3=O)CC2)C1 (centres undefined) do in these assays?
EP2 mod: -28.0

How did Cc1cc2c(cc3c(=O)n(CC(=O)NC(C)(C)C)nc(C)n32)s1 do in these assays?
EP2 mod: -6.7

What do the screens show for `CS(=O)(=O)N1CCC(C(=O)N2C3CCC2CC(c2ccc(F)cc2)C3)CC1` (centres undefined)?
EP2 mod: -35.9

What do the screens show for `Cc1ncc(-c2ccncc2)c(C2CCCN(C(=O)N3CCCCC3)C2)n1` (centres undefined)?
EP2 mod: -44.1

Results for COc1ccccc1C(NC(=O)c1ccccn1)c1nccn1C (centres undefined) ?
EP2 mod: -7.6

Results for NC(=O)c1nc(-c2ccccc2F)nc2c1[nH]c(=O)n2Cc1ccccc1 ?
EP2 mod: -12.9

Five compounds picked at random from the list so far:
How did CC[C@H](Cn1ncc2ccccc2c1=O)NC(=O)Cc1ccsc1 do in these assays?
EP2 mod: -27.4

What do the screens show for `Cc1cc(-c2cncnc2C2CCCN(C(=O)CN3C(=O)C4C5CCC(C5)C4C3=O)C2)on1` (centres undefined)?
EP2 mod: -14.0

How did Cc1cc(-c2cncnc2C2CCCN(CC(=O)Nc3nccs3)C2)on1 (centres undefined) do in these assays?
EP2 mod: -16.1

How did CCc1[nH]n2c(=O)cc(C)nc2c1-c1cccs1 do in these assays?
EP2 mod: 25.0

Results for Cn1ccnc1C1(O)CCN(CC(=O)N2CCCc3ccccc32)CC1 ?
EP2 mod: 4.2

Continued.
Results for CCCNC(=O)Cn1nc(C)n2c(cc3sccc32)c1=O ?
EP2 mod: -6.8

What do the screens show for `Cc1cc(-c2cnc(C)nc2C2CCCN(CC(=O)Nc3cc(C)on3)C2)on1` (centres undefined)?
EP2 mod: -7.9

Results for CCCn1cc(C(=O)N2CCC(c3ccnc4nc(C(F)(F)F)nn34)CC2)c(C)n1 ?
EP2 mod: -8.9

How did Cc1nn(CC(=O)NC(C)(C)C)c(=O)c2cc3sccc3n12 do in these assays?
EP2 mod: 6.2

Results for O=C(c1cn(C[C@@H]2CCCNC2)nn1)N1CCOCC1 ?
EP2 mod: -52.3

Results for O=C(Cn1nc(-c2ccc(F)cc2)n(-c2ccncc2)c1=O)NC1CCCC1 ?
EP2 mod: -18.5

How did CCc1c(C)sc2ncn3c(=O)n(CC(=O)N(C)C4CCCCC4)nc3c12 do in these assays?
EP2 mod: -30.6

Results for Cc1cc(C)n(CC(=O)N2CCC[C@@H](Cn3cc(C(=O)N4CCOCC4)nn3)C2)n1 ?
EP2 mod: 13.8

What do the screens show for `CC(C)[C@H](Cn1nnc2ccccc21)NC(=O)c1ccc(Cn2cccn2)o1`?
EP2 mod: -11.5

How did CCN1C(=O)C(c2ccc(F)cc2)C2(CCN(C(=O)Nc3ccccc3F)CC2)C1=O (centres undefined) do in these assays?
EP2 mod: -35.3

How did CC(C)(C)C1=NNC(=O)c2cc3ccccc3n2C1 do in these assays?
EP2 mod: -54.0

Results for COc1cc2sc(NC(=O)c3ncoc3-c3cccs3)nc2cc1Cl ?
EP2 mod: -27.4

What do the screens show for `CCn1c2cc(C)oc2c2cnn(CC(=O)N3CCCC3)c(=O)c21`?
EP2 mod: -16.5

Results for O=C(CN1CCC(O)(c2cccnc2)CC1)Nc1ccccc1F ?
EP2 mod: -15.5

Results for COc1ccc(CC(=O)N2CCC(c3[nH]ncc3-c3ccncc3)CC2)cc1 ?
EP2 mod: -21.7

Not all compounds are listed; the hit share may differ from the screen's.
